# Screening results from PubChem.
# STAT1 blocker = inhibitors of IFN-gamma induced STAT1 signaling | NIH 3T3 STAT1-luciferase reporter, luminescence | 200,000 tested, 0.35% active | inhibition, % at 5.5 µM | AID 920;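 active means inhibition above a set limit, the mean inhibition across all tested compounds plus 3 SD, cut at about 34% in these data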;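 further: 0% = IFN-gamma with DMSO and 100% = IFN-gamma with 300 µM nifuroxazide; values of inactives mirror those of a sister screen read the other way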
# Hsp70 act = transcriptional activators of Hsp70; HeLa Hsp70 promoter luciferase reporter, luminescence; scaled: vehicle 0, proteasome-inhibitor control 100%; activation, % at 10 µM; 200,000 tested, 0.04% active; AID 1203;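 active means activation above the mean across all tested compounds plus 3 SD, cutoff set per campaign, cut at about 5.5% in these data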;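 further: 100% = MG132 at 30 µM as the positive control and 0% = DMSO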
# STAT1 activator = increases IFN-gamma driven STAT1 reporter signal. NIH 3T3 STAT1-luciferase reporter, luminescence; 100% = IFN-gamma alone, no compound. activation (% of control), % at 5.5 µM. 200,000 tested, 2.6% active;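 active means activation above the screen-wide mean activation plus 3 SD, cut at about 130% in these data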;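 further: raw ratio to IFN-gamma control signal so 100% means no change and 0% no light; values of inactives mirror those of a sister screen read the other way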
# STAT3 inh = reduces IL-6 driven STAT3 reporter signal; U3A cells, IL-6 STAT3-luciferase reporter, luminescence; host cell line lacks STAT1; inhibition, % at 5.5 µM; 190,000 tested, 0.89% active; AID 862;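 active means inhibition above the mean inhibition across all screened compounds plus 3 SD, cut at about 44% in these data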;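 further: 0% = DMSO only wells and 100% = 100 µM nifuroxazide control wells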
# RAM network inh = inhibitors of the yeast RAM network; AID 868; 190,000 tested, 1.8% active; inhibition, % at 50 µM; S. cerevisiae dse1pr::URA3 reporter, 5-FOA growth OD615, 2 d; analog-sensitive cbk1-as2 kinase mutant strain;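 active means inhibition above a set limit, 3 SD over mean compound inhibition, cut at about 8.4% in these data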;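 further: 0% = DMSO-only wells with no growth and 100% = 10 µM 1-NA-PP1 full growth; inhibition rescues growth on 5-FOA so higher OD means more RAM inhibition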
# NF-kB expr up = NF-kB expression increase, human neuronal cells | NF-kB reporter expression; hits give high values | fold change at 12.5 µM | 190,000 tested, 1.6% active | AID 1239; in the data active means fold change above about 3.3
# APP 5UTR inh = APP translation inhibition; SH-SY5Y APP 5'UTR-luciferase reporter, luminescence; inhibition, % at 2 µM; 190,000 tested, 0.82% active; AID 1285;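 active means inhibition above a set limit, derived from the sample mean plus 3 SD, cut at about 45% in these data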; further: values of inactives mirror those of a sister screen read the other way
# FLuc inhib CS = counter-screen for luciferase assay inhibitors: firefly luciferase inhibition; P08659; ATPLite firefly luciferase biochemical luminescence, 10 min; inhibition, % at 10 µM; 200,000 tested, 1.5% active;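 active means inhibition above about 50% when tested at 10 µM, limit read from the data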
# Target sequence (P08659 whole entry, looked up): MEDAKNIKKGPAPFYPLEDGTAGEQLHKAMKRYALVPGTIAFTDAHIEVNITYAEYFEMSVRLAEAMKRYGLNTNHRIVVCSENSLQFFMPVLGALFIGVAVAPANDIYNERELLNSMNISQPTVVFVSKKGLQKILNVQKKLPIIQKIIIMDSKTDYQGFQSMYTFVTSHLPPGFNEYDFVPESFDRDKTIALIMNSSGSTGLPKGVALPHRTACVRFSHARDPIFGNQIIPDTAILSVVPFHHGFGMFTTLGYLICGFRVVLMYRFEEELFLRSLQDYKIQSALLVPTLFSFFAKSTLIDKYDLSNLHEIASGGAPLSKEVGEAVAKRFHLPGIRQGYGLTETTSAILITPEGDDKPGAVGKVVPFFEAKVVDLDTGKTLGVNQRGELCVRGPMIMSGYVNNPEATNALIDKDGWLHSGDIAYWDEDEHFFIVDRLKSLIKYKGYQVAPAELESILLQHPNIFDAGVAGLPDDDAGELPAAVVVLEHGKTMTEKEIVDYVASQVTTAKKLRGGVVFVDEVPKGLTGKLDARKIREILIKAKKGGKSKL
# APP 5'UTR act = APP 5'UTR luciferase reporter activation | SH-SY5Y APP 5'UTR luciferase reporter, luminescence; zero percent = DMSO vehicle wells | 190,000 tested, 1% active | AID 1276 | activation, % at 2 µM;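 active means activation above a set limit, based on mean plus 3 SD of controls, cut at about 140% in these data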; further: values of inactives mirror those of a sister screen read the other way
# STAT3 act = activators of IL-6 induced STAT3 signaling | U3A cells, IL-6 STAT3-luciferase reporter, luminescence; 100% = signal with IL-6 EC80 alone | activation (% of control), % at 5.6 µM | 190,000 tested, 0.91% active;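 active means activation above the screen-wide mean of compound activation plus 3 SD, cut at about 130% in these data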;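 further: 0% = background luminescence of wells with medium and substrate only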
#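 Test system: Human STAT1-deficient U3A cells with stable STAT3-luciferase reporter | Also added: Interleukin-6, 33 ng/mL | Timing: Compound pre-incubation 1 h before IL-6, then 6 h stimulation at 37 °C | Technique: Luciferase reporter luminescence | Read-out: Percent of IL-6-only median luminescence | Benchmarks: IL-6-only wells as 100% reference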
# Starred values were filed as active, the others as inactive; · = no result given.
No.	compound	STAT1 blocker	Hsp70 act	STAT1 activator	STAT3 inh	RAM network inh
1	COc1cccc(CC2(CO)CCCN(Cc3cc4ccccc4[nH]3)C2)c1 (stereo not drawn)	11	0.2	89	-50	0.7
2	Cc1ccc(C(=O)Oc2cccc(NC(=O)c3cccs3)c2)cc1S(=O)(=O)N1CCOCC1	9	0.5	92	7	5.2
3	O=C(CCc1nc(-c2ccccc2)no1)NCCc1ccccc1	2	-0.4	98	3	-0.3
4	CCC(C)/C(C)=N/Nc1ccc(S(N)(=O)=O)cc1[N+](=O)[O-] (stereo not drawn)	1	-0.2	99	2	0.2
5	C=CCN(c1ccccc1)S(=O)(=O)c1ccc2c(c1)oc(=O)n2C	-2	-0.1	102	4	0.1
6	COc1cccc(C(=O)N2CCN(Cc3ccccc3[N+](=O)[O-])CC2)c1	0	-0.2	100	3	0.9
7	Cc1cc(C)c(S(=O)(=O)N2CCCC2=O)c(C)c1	1	-0.2	98	14	0.9
8	O=C(NC1CCSC1=O)c1ccccc1 (stereo not drawn)	-3	-0.2	102	8	-0.9
9	Cc1ccc(C(=O)COc2nc(C)nc3ccccc23)cc1	-2	-0.1	101	2	1.5
10	COc1cccc(/C=N/NC(=O)c2ccc(N(C)S(=O)(=O)c3ccccc3)cc2)c1OC	8	-0.4	94	8	4.5
11	CCC(=O)Nc1ccccc1C(=O)OCC(=O)c1ccccc1	-41	0.2	138*	11	-0.3
12	CC(C)(C)NS(=O)(=O)c1ccc(CCC(=O)Nc2ccc3c(c2)OCCO3)cc1	-7	-0.4	107	5	2.6
13	O=C1CN(C(=O)c2ccc(Br)o2)C(c2ccccc2)c2cc(F)ccc2N1 (stereo not drawn)	-1	-0.4	101	-1	0.3
14	O=C(NC(NC(=O)c1ccccc1)C(=O)c1ccccc1)c1ccccc1	-6	0.3	102	0	4.4
15	Cc1ccc2c(c1)cc(CN(CCc1ccccc1)C(=O)N1CCOCC1)c1nnnn12	8	-0.2	93	0	2.6

No.	NF-kB expr up	APP 5UTR inh	FLuc inhib CS	APP 5'UTR act	STAT3 act
1	0.95	-6	-7	6	148*
2	1	-7	-1	7	93
3	0.91	-6	-6	6	100
4	1.1	1	-3	-1	98
5	1	6	-5	-6	104
6	1.1	3	-8	-3	98
7	0.85	-9	-3	9	92
8	0.97	2	-10	-2	97
9	0.98	-35	-2	35	100
10	1.1	-9	-4	9	98
11	2.2	-76	8	76	96
12	1.3	-17	-7	17	98
13	0.89	-3	-5	3	105
14	1.1	-5	-5	5	103
15	0.71	0	-9	0	105

# Other compounds follow:
No.	compound	STAT1 blocker	Hsp70 act	STAT1 activator	STAT3 inh	RAM network inh
16	CCC(=O)N/C(N)=N/c1nc(C)c2cc(OC)ccc2n1	-36	0.7	134*	-21	0.7
17	c1csc(C(c2nnnn2C2CCCC2)N2CCOCC2)c1 (stereo not drawn)	15	-0.3	86	13	0.1
18	CCC(C)c1ccc(NC(=S)NCCn2cc(Br)cn2)cc1 (stereo not drawn)	-1	-0.1	99	6	2.4
19	FC(F)(F)c1ccc(C2Nc3cccc4cccc(c34)N2)cc1	14	-0.1	87	-46	3.9
20	COC(=O)c1cc(NC(=O)c2c(F)c(F)c(F)c(F)c2F)cc(C(=O)OC)c1	-5	-0.3	104	-2	1.6
21	CN1C(C)(C)CC(NC(=O)CCC(=O)NC2CC(C)(C)N(C)C(C)(C)C2)CC1(C)C	1	0.0	95	4	·
22	Nc1nc(SCC(=O)Nc2ccc(Br)cc2F)n[nH]1	9	0.1	91	17	-0.3
23	Cc1cc(NC(=O)CSc2nnnn2C2CCCC2)no1	-7	-0.2	107	-3	-0.3
24	Cc1ccc(S(=O)(=O)NCCSC(C)(C)C)cc1	-2	-0.3	102	6	-0.6
25	CCCCCCCCNc1ncnc2ccccc12	28	0.3	75	89*	0.0
26	Cc1ccc(N(C(=O)c2ccncc2)C2C=CS(=O)(=O)C2)cc1 (stereo not drawn)	-2	0.1	102	3	0.3
27	COc1ccc(N(CCC#N)S(=O)(=O)c2ccc(Cl)cc2)cc1	-4	-0.2	103	7	1.8
28	COc1ccc(OC)c2c1sc(=NC(=O)C(C)C)n2C	3	0.0	97	18	4.0
29	O=C(O)/C=C/C(=O)NC1CC1	-1	-0.1	100	2	-0.2
30	O=C(NN=C1c2ccccc2-c2ccccc21)c1ccccn1	-2	-0.4	102	16	4.5

No.	NF-kB expr up	APP 5UTR inh	FLuc inhib CS	APP 5'UTR act	STAT3 act
16	1.5	-27	28	27	122
17	1.1	-16	-8	16	94
18	0.81	-11	-5	11	101
19	1.4	5	-3	-5	142*
20	0.61	3	-3	-3	104
21	·	-13	·	·	99
22	1.3	7	-1	-7	89
23	0.96	0	-4	0	103
24	0.92	1	-1	-1	98
25	0.85	20	-3	-19	26
26	1	6	0	-6	102
27	0.98	-3	-2	3	99
28	0.83	·	-6	·	92
29	0.77	18	-5	-18	100
30	1.1	-7	12	7	91

# (more compounds)
No.	compound	STAT1 blocker	Hsp70 act	STAT1 activator	STAT3 inh	RAM network inh
31	Cn1c(=O)[nH]c(=O)c2c1nc(OC(=O)c1ccccc1)n2CC(O)COc1ccccc1 (stereo not drawn)	-4	-0.1	103	-1	4.5
32	CCOC(=O)CSc1nc(N)nc(C)c1Cl	1	-0.1	97	4	1.6
33	CCn1c(N2CCN(C(=S)NC)CC2)nc2ccccc21	-7	0.1	107	32	1.3
34	CC1=CC(C)(C)NC(=S)N1c1cccc(C)c1	-7	0.5	106	9	0.4
35	CCOC(=O)c1c(NC(=O)c2ccccc2C)sc2c1CC(C)(C)OC2	6	-0.3	90	7	8.8*
36	Cn1cccc1Cc1nnc(SCC(=O)Nc2cccc(F)c2)n1-c1ccc(F)cc1	-5	0.3	105	-8	2.4
37	CC(c1ccccc1)N1CCn2c(nc3cc(NC(=O)NC4CCCCC4)ccc32)C1 (stereo not drawn)	3	-0.4	97	17	2.6
38	CC1CC1C(=O)OCC(=O)NCc1ccccc1Cl (stereo not drawn)	3	-0.3	97	2	1.1
39	Cc1ccc2nc(C)cc(NCCO)c2c1	-2	-0.1	102	1	0.5
40	Cc1ccc2[nH]c3c(=O)n(Cc4ccccn4)cnc3c2c1	-14	-0.4	112	10	2.5
41	Cc1ccccc1NC(=O)CCN1CCCC1	5	-0.1	93	5	2.0
42	COC(=O)c1c(NC(=O)C2C3CCC(O3)C2C(=O)O)sc2c1CCCCCC2 (stereo not drawn)	11	0.8	90	8	-0.7
43	COC(=O)CNC(=O)c1cccc(-c2ccc(OC)cc2)c1	2	-0.1	97	3	-0.1
44	O=C(Cn1cnc2ccccc2c1=O)OCC(=O)c1ccc2c(c1)OCCO2	2	-0.2	98	6	0.9
45	CC(C)(C)NC(=O)c1ccc(Cn2cc(C(F)(F)F)ccc2=O)cc1	-12	-0.1	110	-4	2.5
46	CCc1ccc(N(C(=O)C(F)(F)F)C(C(=O)NC2CCCCC2)c2ccncc2)cc1 (stereo not drawn)	4	-0.2	96	-1	2.5

No.	NF-kB expr up	APP 5UTR inh	FLuc inhib CS	APP 5'UTR act	STAT3 act
31	1.2	-6	-2	6	105
32	1.1	-1	-3	1	99
33	1.3	-2	8	2	81
34	1.1	13	-6	-13	96
35	0.75	·	-2	·	94
36	0.88	4	-6	-4	107
37	1	-4	28	4	89
38	1.1	4	0	-4	102
39	1.5	-6	-1	6	105
40	1	-8	-6	8	95
41	1	-14	-7	14	98
42	1.3	0	3	0	96
43	1.3	-31	1	31	102
44	1	-9	4	9	97
45	1.2	-5	-1	5	105
46	0.93	8	-6	-8	106

# An excerpt of these results, with each value named.
40) Cc1ccc2[nH]c3c(=O)n(Cc4ccccn4)cnc3c2c1
  STAT1 blocker: -14; Hsp70 act: -0.4; STAT1 activator: 112; STAT3 inh: 10; RAM network inh: 2.5; NF-kB expr up: 1; APP 5UTR inh: -8; FLuc inhib CS: -6; APP 5'UTR act: 8; STAT3 act: 95
41) Cc1ccccc1NC(=O)CCN1CCCC1
  STAT1 blocker: 5; Hsp70 act: -0.1; STAT1 activator: 93; STAT3 inh: 5; RAM network inh: 2.0; NF-kB expr up: 1; APP 5UTR inh: -14; FLuc inhib CS: -7; APP 5'UTR act: 14; STAT3 act: 98
42) COC(=O)c1c(NC(=O)C2C3CCC(O3)C2C(=O)O)sc2c1CCCCCC2 (stereo not drawn)
  STAT1 blocker: 11; Hsp70 act: 0.8; STAT1 activator: 90; STAT3 inh: 8; RAM network inh: -0.7; NF-kB expr up: 1.3; APP 5UTR inh: 0; FLuc inhib CS: 3; APP 5'UTR act: 0; STAT3 act: 96

# Values by screen from the list.
# Hsp70 act, compounds 39–44, in order: -0.1, -0.4, -0.1, 0.8, -0.1, -0.2
# STAT1 blocker, compounds 39–44, in order: -2, -14, 5, 11, 2, 2
# APP 5UTR inh, compounds 39–44, in order: -6, -8, -14, 0, -31, -9

# An unsorted share of the library. Share with any hit: about 7.7%.
